IL2 activator – IL-2 activation. IL-2 activation reporter assay, cell-based qHTS; stimulated with anti-CD3/CD4/CD28 beads; in transgenic mouse T cells. activation, % (series mostly up to about 46 µM). hit rate 0.065% among 360,000; in the data active = activation above about 50%; inconclusive = mostly about 30% to 49%; also: 0% is about no effect
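Unstimulated transgenic mouse T cells; 60-min compound exposure; bead-based TCR/CD4/CD28 stimulation; 18 h culture, 37 degrees C; dual fluorescence (EGFP, DsRed) plate cytometry.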
Nrf2 ARE act – Nrf2 pathway activation; AREc32 ARE-luciferase reporter (MCF7-derived line), luminescence, 24 h; Potency, µM (top dose mostly 46.1 µM), for inactives: at the top dose activation, most hits filed as activators; hit rate 0.31% among 410,000; AID 624171; also: potency is read from the fitted curve at half-maximal effect; % of control where 0% means no effect; nearly all actives have a fitted effect of over 65% in size
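Luciferase luminescence (Steady-Glo, 30 min at room temperature) served as the read-out of ARE activation in AREc32 cells treated with compounds for 24 hr at 37 deg C.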
S2 tox – cell viability loss in ATXN counter-screen | S2 cells (HEK-293 line with an ATXN2-luciferase reporter) viability, CellTiter-Fluor protease fluorescence, 24 h | Potency, µM (titrated, usually from 56.7 µM), actives largely listed as cytotoxic | hit rate 0.49% among 400,000; also: potency is read from the fitted curve at half-maximal effect; nearly all actives have a fitted effect of over 40% in size
EPAC2 ag – agonists of human EPAC2 (RAPGEF4). AID 720711. Potency, µM (highest dose often 154 µM), for the others: top-dose activation, actives largely listed as activators. hit rate 0.079% among 360,000. EPAC2 activation, biochemical qHTS; response scale: 100% = 6.5 mM cAMP response; also: potency is read from the fitted curve at half-maximal effect; nearly all actives have a fitted effect of over 50% in size
Target sequence (Q8WZA2 whole entry, looked up): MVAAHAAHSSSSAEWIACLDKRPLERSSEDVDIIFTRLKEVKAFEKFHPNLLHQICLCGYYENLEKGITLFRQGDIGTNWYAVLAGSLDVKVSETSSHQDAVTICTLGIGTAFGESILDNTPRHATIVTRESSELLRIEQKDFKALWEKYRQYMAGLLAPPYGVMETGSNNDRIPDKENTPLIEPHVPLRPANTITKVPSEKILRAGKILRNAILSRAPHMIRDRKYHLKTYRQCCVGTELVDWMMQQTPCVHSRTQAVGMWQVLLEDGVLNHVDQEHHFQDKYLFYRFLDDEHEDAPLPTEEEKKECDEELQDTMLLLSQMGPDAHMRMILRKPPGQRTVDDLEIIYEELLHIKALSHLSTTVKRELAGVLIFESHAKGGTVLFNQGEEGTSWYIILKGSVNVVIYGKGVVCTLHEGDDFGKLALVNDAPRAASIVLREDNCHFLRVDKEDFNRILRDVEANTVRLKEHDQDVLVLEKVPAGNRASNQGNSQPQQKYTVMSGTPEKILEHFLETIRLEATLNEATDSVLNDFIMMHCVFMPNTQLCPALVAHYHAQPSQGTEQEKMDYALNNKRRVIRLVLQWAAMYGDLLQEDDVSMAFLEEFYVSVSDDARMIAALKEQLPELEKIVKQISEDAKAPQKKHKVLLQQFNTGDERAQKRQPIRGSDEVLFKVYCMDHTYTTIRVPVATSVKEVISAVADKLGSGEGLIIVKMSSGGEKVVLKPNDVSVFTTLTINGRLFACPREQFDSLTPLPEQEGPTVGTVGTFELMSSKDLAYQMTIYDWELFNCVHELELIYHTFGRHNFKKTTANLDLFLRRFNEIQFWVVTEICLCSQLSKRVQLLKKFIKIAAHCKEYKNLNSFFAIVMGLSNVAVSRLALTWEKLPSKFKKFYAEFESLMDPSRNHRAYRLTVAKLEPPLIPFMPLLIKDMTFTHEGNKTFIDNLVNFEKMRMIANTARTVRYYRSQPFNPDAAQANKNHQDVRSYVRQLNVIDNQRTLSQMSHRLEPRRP
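Each well held 100 nM EPAC2, 250 nM RAP1B-BODIPY-GDP and 50 uM GDP. Fluorescence, read at 5-min intervals to 30 min, was referenced to a 6.5 mM cAMP positive control.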
Nrf2 block – inhibitors of Nrf2 signaling | A549 ARE-Fluc reporter, luciferase luminescence, 18-24 h | Potency, µM (top dose mostly 46 µM), inactives show at the top dose activity change, negative = inhibition, usual class: inhibitors | hit rate 2.1% among 360,000; also: potency is read from the fitted curve at half-maximal effect; % is scaled to controls: 0 for no effect and ±100 for the full control effect; nearly all actives have a fitted effect of over 60% in size
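Nrf2 activity is the BugLite luminescence, read 15 min after reagent at room temperature, following CellTiter-Fluor cytotoxicity readout (30 min, 37C). Compound titrations were applied for 18-24 h to 5000 A549 ARE_Fluc cells/well in 5% FBS OPTI-MEM.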
A549 tox – A549 cytotoxicity, counter-screen for Nrf2 inhibitors | A549 ARE-Fluc cells, CellTiter-Fluor viability, 18-24 h | Potency, µM (top dose mostly 46 µM), without a hit: at the highest dose activity change, negative = cytotoxicity, actives largely listed as inhibitors | hit rate 0.16% among 390,000 | AID 504648; also: potency is read from the fitted curve at half-maximal effect; % is scaled to controls: 0 for no effect and ±100 for the full control effect
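A549 ARE-Fluc cells in 5% FBS OPTI-MEM, 5000 cells/well, rested 2 h then exposed to compounds in concentration-response for 18-24 h at 37 °C. Viability by CellTiter-Fluor fluorescence (Ex 405/Em 525) after 30 min; luciferase luminescence (BugLite, 15 min, RT) read afterwards.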
HepG2 tox – counter-screen for TGF-b inhibitors: cytotoxicity in HepG2 cells; HepG2 CAGA-GFP viability, ATP luminescence, 18 h; Potency, µM (highest dose often 46.1 µM), inactives show top-dose activity change, negative = cytotoxicity, usual class: cytotoxic; hit rate 0.76% among 410,000; also: potency is read from the fitted curve at half-maximal effect; some results filed as inactive show a strong effect at the top dose
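CellTiter-Glo luminescence gave cytotoxicity after 18 hours at 37 degrees C. The cells were HepG2 CAGA-GFP in 1% FBS DMEM, stimulated with 500 pg/mL TGF-beta after compound addition. %Activity was normalised to no-cell wells (complete cell-killing) and DMSO (no toxicity), and curves were fitted and classified.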
TGFb SMAD3 inh – inhibitors of TGF-b signaling. Potency, µM (series often up to 46.1 µM), inactives show at the top dose activity, negative = inhibition, usual class: inhibitors. HepG2 CAGA-GFP TGF-b/SMAD3 reporter, GFP fluorescence, 18 h; TGF-beta stimulated, 500 pg/mL final. hit rate 1.2% among 410,000; also: potency is read from the fitted curve at half-maximal effect; % is scaled to controls: 0 for no effect and ±100 for the full control effect; nearly all actives have a fitted effect of over 65% in size
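Inhibition of TGF-beta-driven CAGA-GFP reporter expression in HEPG2 cells is measured by cellular GFP fluorescence after 18 h stimulation with 500 pg/mL recombinant TGF-beta in 1% FBS medium at 37 degrees C.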
ATXN2 expr inh – inhibitors of ATXN2 expression; HEK-293 ATXN2-luciferase reporter, luminescence, 24 h; Potency, µM (top dose mostly 57 µM), for the others: at the top dose activity change, negative = inhibition, most hits filed as inhibitors; hit rate 0.72% among 360,000; AID 1745845; also: potency is read from the fitted curve at half-maximal effect; % is scaled to controls: 0 for no effect and ±100 for the full control effect; nearly all actives have a fitted effect of over 55% in size
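qHTS (up to 57 uM final) was run with 24 h compound exposure of reporter cells at 37 °C. Each well was multiplexed: SteadyGlo luminescence measured ATXN2-luciferase expression after a fluorogenic Gly-Phe-AFC viability readout (25 uM final).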
Active calls of the source: *; i = inactive; u = inconclusive; x = not tested or not shown; [ ] = dose if it differs, or a comment. Unless noted, calls follow the shape of the dose curve; as a rule, active = well fitted curve in the direction sought with a large enough effect; inconclusive = small, poorly fitted or top-dose-only effect, or another doubt; inactive = no such curve, though single readings can be large; an effect the other way counts as inactive or inconclusive.

| compound | IL2 activator | HepG2 tox | ATXN2 expr inh | S2 tox | A549 tox | TGFb SMAD3 inh | EPAC2 ag | Nrf2 ARE act | Nrf2 block |
| --- | --- | --- | --- | --- | --- | --- | --- | --- | --- |
| NS(=O)(=O)c1ccc(N=Nc2c(=O)[nH]n3c(=O)c4c([nH]c23)CCCC4)cc1 | -0.4 | 7% | -17% | 9.5µM* | u | 9% | 8% | 0.3% | -4% |
| CC(C)CC1C(=O)N(Cc2cn(Cc3ccco3)nn2)CCS(=O)(=O)N1Cc1ccc(-c2ccc(Cl)cc2)cc1 (stereo not drawn) | -4.0 | -64% | u | u | x | u | 3% | -3.2% | x |
| COc1cccc2c1-c1c(C(=O)O)cccc1C2=O | 0.1 | 3% | x | i | -4% | 16% | 0% | 2.5% | 0% |
| COc1ccc(CNC(=O)CN2CCC(NC(=O)c3cccc(OC)c3)CC2)cc1 | -0.5 | -4% | -12% | i | -1% | 4% | 1% | -0.5% | 6% |
| CCOC(=O)Cc1csc(NC(=O)CSc2nnc3ccccn23)n1 | 1.3 | -34% | x | i | 1% | -2% | 0% | -0.3% | -14% |
| COc1ccccc1NS(=O)(=O)c1ccc(C)c(NC(=O)NCCCl)c1 | -1.0 | -5% | -19% | i | 1% | -14% | 3% | -0.7% | -9% |
| Cc1ccc(C)c(NC(=O)CSc2nc3c(oc4ccccc43)c(=O)n2-c2ccccc2)c1 | 0.5 | 5% | 1% | u | -8% | 3% | -6% | -0.4% | 5% |
| CCOc1cc(N2CCOCC2)c(OCC)cc1NC(=O)c1cnccn1 | 0.0 | -6% | -6% | i | 4% | 25% | 21% | 3.7% | -12% |
| CCCCNC(=O)CN1C(=O)CSc2ccc(S(=O)(=O)N3CCC(C)CC3)cc21 | x | -34% | 8% | i | 0% | u | x | -0.6% | 5% |
| CCC(Cc1ccccc1)NC(=O)Cn1ncc2ccsc2c1=O (stereo not drawn) | -0.8 | -4% | -15% | i | 2% | 1% | 8% | -0.9% | -2% |
| CC1(C)Cc2c(sc(/N=C/N3CCOCC3)c2C#N)C(C)(C)N1 | -2.3 | 8% | 0% | i | 2% | 8% | 3% | 0.2% | 3% |
| COCCN1C(=O)CCC1(C)C(=O)NC(C)(C)C (stereo not drawn) | 1.2 | 12% | 14% | i | x | -3% | 3% | -0.7% | x |
| COc1ccc(-n2c(=O)c3c(C)c(C)sc3n(Cc3cccc(F)c3)c2=O)c(OC)c1 | -1.9 | 3% | 15% | i | -9% | 8% | -10% | -0.3% | u |
| CC(C)c1ccc(/C=C/C(=O)NCCCN2CCOCC2)cc1 | -2.7 | 7% | -10% | u | 7% | 20% | 10% | 0.0% | 16% |
| Cc1c(NC(=O)Nc2ccccc2Cl)sc(=S)n1C | -1.4 | 11% | -5% | i | -2% | 8% | 5% | 0.2% | 7% |
| COc1ccccc1CN(C)C(=O)c1cc(-c2cccs2)nc2ccccc12 | -0.5 | -10% | u | i | -3% | u | 23% | -1.0% | -24% |
| Cc1ccc(-n2nc3ccc(NC(=O)c4ccco4)cc3n2)cc1 | 0.2 | 3% | -1% | i | -7% | -12% | -7% | u | -2% |
| O=C(CN1CCN(S(=O)(=O)c2ccc(Br)cc2)CC1)Nc1ccc2c(c1)OCCO2 | 0.5 | -22% | 4% | i | -4% | -6% | -1% | -0.2% | -18% |
| COc1cccc(CNC(=O)C2CCC(=O)N(CCc3cccc(F)c3)C2)c1 (stereo not drawn) | -0.7 | 1% | 14% | i | 1% | -8% | 1% | 0.2% | 2% |
| CCC(C)N(C(=O)CSc1nc(C)nc2ccccc12)C1CCS(=O)(=O)C1 (stereo not drawn) | -1.2 | 1% | 5% | u | -4% | -21% | 6% | 0.3% | u |
| Fc1ccc(-c2noc3ncnc(N4CCN(c5ccccc5)CC4)c23)cc1 | x | 2% | -14% | i | 0% | -1% | x | -1.0% | u |
| O=C(Nc1ccc(F)c(Cl)c1)Nc1cnccn1 | -0.2 | 5% | 6% | i | 1% | -2% | 13% | 2.7% | 3% |
| Cc1cccc(C)c1NC(=O)COC(=O)c1c2c(nc3ccccc13)/C(=C\c1ccc3c(c1)OCO3)CCC2 | -3.4 | 1% | 16% | x | 12% | -17% | 1% | 0.3% | 4% |
| Cc1cccc(CNC(=O)C2CCN(S(=O)(=O)c3ccc4c(c3)CCCN4C(=O)C3CCC3)CC2)c1 | x | 6% | -8% | i | -3% | u | x | 0.3% | x |
| Cc1onc(-c2ccccc2Cl)c1C(=O)NC(=S)NCC(=O)c1ccccc1 | -1.1 | 8% | x | i | u | -4% | 8% | 0.5% | 13% |
| CCCCCCCNC(=O)COc1ccc2c(c1)C(=O)CC(C)(C)O2 | -2.7 | -16% | 0% | i | -5% | -16% | 12% | 0.3% | -23% |
| CCc1ccc(-c2cc3c(=O)n(CC(=O)N4CCCC4)nc(C)n3n2)cc1 | -1.1 | 1% | 8% | i | 1% | 1% | -11% | -0.1% | 26% |
| COc1ccccc1CC(=O)NCC(c1ccco1)N1CCCCC1 (stereo not drawn) | -0.5 | -4% | -19% | i | 3% | -8% | 3% | 1.8% | -25% |
| CC(Sc1nnnn1C1CCCCC1)C(=O)O (stereo not drawn) | -2.0 | -3% | 3% | i | 1% | -10% | 8% | -0.3% | 3% |
| O=c1c2ccccc2nc2ccc(NCc3ccco3)nn12 | -2.0 | -4% | 169%[activator] | i | -10% | 5% | 7% | 5.6% | u |
| CCCCCN1CC(O)=C(c2nc3ccccc3[nH]2)C1=N | -0.5 | -18% | 11% | i | 1% | 12% | 9% | 3.5% | 8% |
| CCC(=O)c1cn(CC(=O)Nc2c(C)cccc2C)c2ccccc12 | 0.2 | 2% | 6% | i | 0% | -5% | 3% | 0.0% | 5% |
| CC(C)c1ccc(NC2CCCN(C(=O)c3ccc(N4CCOCC4)cc3)C2)cc1 (stereo not drawn) | -0.1 | 0% | -19% | i | -1% | -21% | -7% | 4.3% | u |
| O=C(O)c1ccc(CS(=O)(=O)c2cccc(C(F)(F)F)c2)o1 | -1.8 | 8% | 10% | i | -1% | -12% | 0% | -0.4% | x |
| COCCNC(=O)C1(C)CCCN(Cc2cc3ccccc3o2)C1 (stereo not drawn) | -0.6 | 12% | 10% | i | x | -8% | 0% | 0.5% | x |
| O=C1c2ccccc2C(=O)N1CCc1nc2ccccc2c(=O)n1-c1ccccn1 | -2.8 | -1% | 0% | i | -10% | -4% | -10% | -0.1% | 14% |
| CCN1C(=O)c2cccc3c(S(=O)(=O)NCc4cccnc4)ccc1c23 | 1.8 | -7% | 35% | x | u | -3% | 3% | 1.3% | x |
| CCOCCCn1c(=N)c(C(=O)NCc2ccco2)cc2c(=O)n3ccccc3nc21 | x | 0% | 0% | x | u | u | x | -1.1% | -7% |
| CC(C)CCNC(=O)C(=O)Nc1ccc2c(c1)N(S(=O)(=O)c1cccs1)CCC2 | -4.3 | 0% | 2% | i | -10% | 5% | -3% | 3.1% | 7% |
| COc1cc(C(=O)OC2CCOC2=O)c([N+](=O)[O-])cc1OC (stereo not drawn) | -0.3 | 15% | -21% | i | -4% | -4% | 3% | 0.5% | -4% |
| O=C(NNC(=O)c1ccc(S(=O)(=O)N2CCOCC2)cc1)c1ccccc1 | 4.6 | -34% | -2% | i | 1% | -6% | 2% | -0.1% | 5% |
| COc1ccc2c(c1)C(=O)N(Cc1ccccc1)C(=O)C2(C)C | -4.4 | 9% | -19% | i | 13% | 6% | 14% | 0.1% | -9% |
| CC(=O)Nc1ccc(C(=O)OCC(=O)/C(C#N)=C(\C)N)cc1 | -0.8 | -13% | 30% | i | -2% | -10% | 6% | 0.3% | 9% |
| Cc1ccc(CNC(=O)c2cc(=O)c3cc(C)c(C)cc3o2)cc1 | x | -3% | 1% | i | -7% | 16% | x | -1.2% | -16% |
| Cn1nc(-c2ccccc2)c2cc(C(=O)O)sc21 | 0.5 | -15% | -10% | i | 8% | 3% | -2% | -1.0% | u |
| COc1cc(/C=N/NC(=O)COc2ccc(Cl)cc2)ccc1OS(=O)(=O)c1ccc(C)cc1 | -0.5 | -17% | -8% | i | -18% | -15% | 1% | -0.4% | -21% |
| O=C(c1ccco1)N1CCN(C(c2ccccc2Cl)c2nnnn2CC2CCCO2)CC1 (stereo not drawn) | -2.7 | -13% | -5% | i | -4% | -4% | -5% | 0.4% | 15% |
| CCCn1ncc([C@@H]2C[C@H]3CN(Cc4cccc(Cl)c4)C(=O)[C@]34CCCN24)c1C | -0.4 | 18% | -12% | i | -17% | 11% | -3% | 3.4% | -6% |
| CCOC(=O)c1cc(-c2ccc(C)cc2)n(CC(=O)Nc2ccc(OC)c(Cl)c2)c1C | x | -7% | 0% | i | u | 2% | x | 0.3% | u |
| O=C(CN(Cc1ccc(F)cc1)C(=O)CNS(=O)(=O)c1ccccc1)NCc1ccco1 | -0.4 | 2% | -10% | i | 1% | 7% | 8% | 0.2% | 5% |

Three records picked at random from the list so far:
| compound | IL2 activator | HepG2 tox | ATXN2 expr inh | S2 tox | A549 tox | TGFb SMAD3 inh | EPAC2 ag | Nrf2 ARE act | Nrf2 block |
| --- | --- | --- | --- | --- | --- | --- | --- | --- | --- |
| Cc1ccc(-n2nc3ccc(NC(=O)c4ccco4)cc3n2)cc1 | 0.2 | 3% | -1% | i | -7% | -12% | -7% | u | -2% |
| CCOc1cc(N2CCOCC2)c(OCC)cc1NC(=O)c1cnccn1 | 0.0 | -6% | -6% | i | 4% | 25% | 21% | 3.7% | -12% |
| O=C(CN(Cc1ccc(F)cc1)C(=O)CNS(=O)(=O)c1ccccc1)NCc1ccco1 | -0.4 | 2% | -10% | i | 1% | 7% | 8% | 0.2% | 5% |

Source: PubChem BioAssay (National Center for Advancing Translational Sciences (NCATS))
